# Tb PGK inh – qHTS Assay to Find Inhibitors of Phosphoglycerate Kinase | Phosphoglycerate kinase, glycosomal (Trypanosoma brucei brucei), P07378 | PGK/GAPDH coupled, Kinase-Glo luminescence, 60 min | Potency, µM (doses to about 57.5 µM), for inactives: top-dose activity change, negative = inhibition, usual class: inhibitors | 380,000 compounds, 0.043% hits | AID 602233, 2012; further: potency means the concentration at half of the fitted maximal effect; on the % scale 0 is the no-effect control and ±100 the full control effect; nearly all actives have a fitted effect of over 60% in size
# Target sequence (P07378 whole entry, looked up): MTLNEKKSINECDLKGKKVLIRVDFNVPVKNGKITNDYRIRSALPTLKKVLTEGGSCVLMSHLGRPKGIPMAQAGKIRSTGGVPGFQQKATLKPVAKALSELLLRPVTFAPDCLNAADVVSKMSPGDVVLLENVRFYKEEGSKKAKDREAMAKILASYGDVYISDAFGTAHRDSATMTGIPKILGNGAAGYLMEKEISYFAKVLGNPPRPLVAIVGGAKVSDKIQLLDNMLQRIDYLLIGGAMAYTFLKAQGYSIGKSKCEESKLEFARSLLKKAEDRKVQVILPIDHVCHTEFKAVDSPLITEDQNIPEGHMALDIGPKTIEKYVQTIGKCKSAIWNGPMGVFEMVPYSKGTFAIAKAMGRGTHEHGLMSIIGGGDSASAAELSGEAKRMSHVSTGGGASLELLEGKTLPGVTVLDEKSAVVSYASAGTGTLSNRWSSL
#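 Luminescent ATP detection (Kinase-Glo Plus) follows a 60-minute room-temperature incubation, with wells lacking PGK as controls. Buffer: 100 mM TEA (pH 7.6), 5 mM MgCl2, 0.01% Tween-20. Coupling enzyme GAPDH (100 nM final) supplies unstable 1,3-BPG in-well.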
# ERG-DNA inh – qHTS for Small Molecule Inhibitors of the ERG Ets/DNA interaction; fluorescence polarization, His-ERG Ets domain / labelled DNA; Potency, µM (titrated, usually from 76.9 µM), without a hit: at the highest dose FP activity, negative = inhibition, hits mostly inhibitors; 370,000 compounds, 0.028% hits; AID 624246, 2012; active means well fitted inhibition curve with a large enough effect in the polarisation, with a control signal flat; inconclusive means small, poorly fitted or top-dose-only effect, or effect the other way, or a change in a side signal; inactive means no such curve, though single readings can be large or run the other way; the % refers to the polarisation;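 further: polarization taken with two DNA probes labelled with fluorescein and Texas red; potency means the concentration at half of the fitted maximal effect; % of control where 0% means no effect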
#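 His-tagged ERG Ets domain (1 uM in the protein solution; 300mM KCl, 50mM Tris-HCl, 1mM EDTA, 1mM DTT, pH 7.5) received compound, then a probe mix of 5 nM fluorescein-DNA and 100nM Texas-615-DNA. Fluorescence polarization was read for both dyes.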
# G9a inh – qHTS Assay for Inhibitors of Histone Lysine Methyltransferase G9a | Histone-lysine N-methyltransferase EHMT2 (Homo sapiens), Q96KQ7 | G9a H3K9 monomethylation, AlphaScreen, 2 h | Potency, µM (top dose mostly 102 µM), inactives show at the top dose activity, negative = inhibition, actives largely listed as inhibitors | 350,000 compounds, 8.8% hits | AID 504332, 2011; further: potency means the concentration at half of the fitted maximal effect; on the % scale 0 is the no-effect control and ±100 the full control effect; nearly all actives have a fitted effect of over 75% in size
# Target sequence (Q96KQ7 913-1193 limits assumed): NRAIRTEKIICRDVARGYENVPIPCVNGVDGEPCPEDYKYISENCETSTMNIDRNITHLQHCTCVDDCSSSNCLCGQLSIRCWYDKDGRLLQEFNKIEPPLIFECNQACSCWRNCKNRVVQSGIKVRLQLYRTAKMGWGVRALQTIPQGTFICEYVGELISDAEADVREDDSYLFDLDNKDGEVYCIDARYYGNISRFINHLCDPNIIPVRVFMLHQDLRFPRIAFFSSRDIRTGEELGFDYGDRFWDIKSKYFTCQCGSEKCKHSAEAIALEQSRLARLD
#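 Readings reflect AlphaScreen signal from monomethyl-H3K9 antibody detection. HMT at 20 nM; substrate b-H3K9 500 nM; cofactor SAM 20 uM; 2 h RT reaction; compounds tested as titrations in qHTS with 15 min preincubation.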
# HP1b chromo inh – HTS for Inhibitors of HP1-beta Chromodomain Interactions with Methylated Histone Tails; AID 540317, 2011; AlphaScreen HP1-beta / biotin-H3K9me3 peptide binding; 390,000 compounds, 0.56% hits; Chromobox protein homolog 1 (Homo sapiens), P83916; Potency, µM (series often up to 114 µM), without a hit: at the top dose activity change, negative = inhibition, hits mostly inhibitors; further: potency means the concentration at half of the fitted maximal effect; nearly all actives have a fitted effect of over 70% in size; inactives centre near 23
# Target sequence (P83916 whole entry, looked up): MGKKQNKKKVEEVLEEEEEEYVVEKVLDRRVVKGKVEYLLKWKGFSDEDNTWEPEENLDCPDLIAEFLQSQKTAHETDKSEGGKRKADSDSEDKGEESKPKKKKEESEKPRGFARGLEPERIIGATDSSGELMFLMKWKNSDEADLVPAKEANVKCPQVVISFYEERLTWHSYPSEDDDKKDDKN
#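 AlphaScreen: HP1-beta (50 nM) preformed 30 min with biotin-H3(1-18)K9me3 peptide (50 nM) in PBS pH 7.4, 0.01% Tween-20. Compound added for 30 min at RT, then streptavidin donor/nickel chelate acceptor beads (10 ug/mL) for 30 min.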
# PI4K2A block – qHTS for small molecular inhibitors of PI4K2A | purified PI4K2A, ADP-Glo luminescence, 1 h; active compounds read low | AID 1346378, 2018 | activity change, negative = inhibition, % at 76.9 µM | 420,000 compounds, 0.13% hits; in the data active means activity change below about -50%; inconclusive means mostly about -30% to -49%;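 further: -100% = wells without enzyme as full effect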
#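 In this quantitative HTS, ADP production by PI4K2A was quantified luminescently after 1 h at ambient temperature; 100 microM adenosine served as plate-quality control.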
# JMJD2A Tudor inh – qHTS Assay for Inhibitors of JMJD2A-Tudor Domain | AID 504339, 2011 | Potency, µM (series often up to 114 µM), without a hit: at the highest dose activity change, negative = inhibition, hits mostly inhibitors | AlphaScreen JMJD2A-Tudor / H3K4me3 peptide binding | 390,000 compounds, 4.4% hits; further: potency means the concentration at half of the fitted maximal effect; on the % scale 0 is the no-effect control and ±100 the full control effect; nearly all actives have a fitted effect of over 50% in size
# BAZ2B inh – qHTS Assay for Inhibitors of BAZ2B | Bromodomain adjacent to zinc finger domain protein 2B (Homo sapiens), Q9UIF8 | 360,000 compounds, 4.4% hits | Potency, µM (titrated, usually from 114 µM), for inactives: at the top dose activity change, negative = inhibition, usual class: inhibitors | AlphaScreen BAZ2B-H3K14Ac peptide displacement; further: potency means the concentration at half of the fitted maximal effect; on the % scale 0 is the no-effect control and ±100 the full control effect; nearly all actives have a fitted effect of over 60% in size
#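 BAZ2B 50 nM plus b-H3(5-23)K14Ac 50 nM, PBS pH 7.4/0.01% Tween-20, 30 min RT; compound added (max 110 uM), 30 min RT; streptavidin donor/Ni-chelate acceptor beads 10 ug/mL final, 20 min dark; AlphaScreen read.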
# GLS inhibitor – qHTS for Inhibitors of Glutaminase (GLS). 410,000 compounds, 0.21% hits. Potency, µM (doses to about 45.5 µM), for the others: at the top dose activity change, negative = inhibition, usual class: inhibitors. AID 624170, 2012. GLS enzymatic activity, qHTS titration. Glutaminase kidney isoform, mitochondrial (Homo sapiens), O94925; further: potency means the concentration at half of the fitted maximal effect; on the % scale 0 is the no-effect control and ±100 the full control effect
#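 Compounds were pin-transferred onto hKGA, after which L-glutamine (1 mM solution) and a detection mix of glutamate oxidase, HRP and Amplex Red were added. Initial and 30 min RT fluorescence reads were collected.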
# Pin1 inhibitor – qHTS Assay to Find Inhibitors of Pin1; Potency, µM (doses to about 115 µM), for the others: at the highest dose activity, negative = inhibition, hits mostly inhibitors; Pin1 FP peptide displacement, HiFluor488, 10 min; Peptidyl-prolyl cis-trans isomerase NIMA-interacting 1 (Homo sapiens), Q13526; AID 504891, 2011; 390,000 compounds, 0.009% hits; active means well fitted inhibition curve with a large enough effect in the polarisation, with a control signal flat, not every such curve was filed as active; inconclusive means small, poorly fitted or top-dose-only effect, or effect the other way, or a change in a side signal; inactive means no such curve, though single readings can be large or run the other way; the % refers to the polarisation; further: potency means the concentration at half of the fitted maximal effect; on the % scale 0 is the no-effect control and ±100 the full control effect
# Target sequence (Q13526 whole entry, looked up): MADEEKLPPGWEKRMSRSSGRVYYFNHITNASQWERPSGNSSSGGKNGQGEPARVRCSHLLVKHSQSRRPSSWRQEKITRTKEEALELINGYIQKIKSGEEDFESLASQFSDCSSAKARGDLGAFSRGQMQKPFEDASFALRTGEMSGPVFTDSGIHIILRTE
# An asterisk follows results filed as active; i = inactive; ? = inconclusive; . = not tested or not shown; [ ] = another dose, or the depositor's remark. Unless noted, the call rests on the fitted dose curve; in most records, active means well fitted curve in the direction sought with a large enough effect; inconclusive means small, poorly fitted or top-dose-only effect, or another doubt; inactive means no such curve, though single readings can be large; an effect the other way counts as inactive or inconclusive.
SMILES,Tb PGK inh,ERG-DNA inh,G9a inh,HP1b chromo inh,PI4K2A block,JMJD2A Tudor inh,BAZ2B inh,GLS inhibitor,Pin1 inhibitor
O=C(Nc1ccccc1N1CCCC1)c1ccc2c(c1)OCO2,-1%,0%,45µM*,22%,-1,-17%[57.1 µM],-39%,11%,-2%
N=c1c(S(=O)(=O)c2ccccc2)cc2c(=O)n3ccccc3nc2n1CCCN1CCOCC1,-10%,1%,79µM*,5%,3,-24%,4%,?,-8%
Cc1ccccc1N1CCN(C(=O)[C@@H]2CCCN2C2=NS(=O)(=O)c3ccccc32)CC1,3%,2%,1%[12.7 µM],19%,5,-8%,1%,1%,-11%
O=S(=O)(/C=C/c1ccccc1)N1CCN(Cc2ccccc2)CC1,1%,-1%,22%,30%,-24,-6%,-14%,0%,-1%
O=C(C=Cc1ccco1)c1cc(Cl)ccc1O,-6%,-5%,.,50µM*,-12,22µM*,.,10%,3%
COC(=O)c1cccc(NC(=O)CCCOc2ccccc2)c1,-2%,6%,10%,30%,7,3%,-3%,-28%,-1%
CCOc1cc(C#N)c(NC(=O)c2ccc(OC)c(S(=O)(=O)N3CCCC3)c2)cc1OCC,.,-3%,8%[59 µM],12%,1,-19%,-15%,0%,-3%
COc1ccc2[nH]c(C)c(C(=O)CN(C)CC3OCCO3)c2c1,-8%,-16%,.,39%[activator],-2,-7%,1%,-19%,-5%
Cc1nn(CC(=O)c2ccc3c(c2)OCCO3)c(=O)c(C#N)c1C,-1%,0%,.,38%,9,-8%,.,-5%,1%
Cc1ccccc1NC(=O)CCCCC(=O)Nc1ccccc1C,-11%,10%,8%,21%,-24,-12%,2%,-14%,0%
Cc1[nH]c2ccccc2c1C(=O)CSc1ccc(F)cc1,-2%,1%,2%[59 µM],45%[activator],-4,-9%,12%,-9%,7%
O=C(NCc1ccccc1)C1CCC(=O)N(CC2CCCCC2)C1 (stereo not drawn),-5%,-2%,-2%,30%,0,-14%,-3%,1%,0%

# 2 of the compounds above, with each value named:
SMILES: COC(=O)c1cccc(NC(=O)CCCOc2ccccc2)c1
- Tb PGK inh = -2%
- ERG-DNA inh = 6%
- G9a inh = 10%
- HP1b chromo inh = 30%
- PI4K2A block = 7
- JMJD2A Tudor inh = 3%
- BAZ2B inh = -3%
- GLS inhibitor = -28%
- Pin1 inhibitor = -1%

SMILES: CCOc1cc(C#N)c(NC(=O)c2ccc(OC)c(S(=O)(=O)N3CCCC3)c2)cc1OCC
- Tb PGK inh = .
- ERG-DNA inh = -3%
- G9a inh = 8%[59 µM]
- HP1b chromo inh = 12%
- PI4K2A block = 1
- JMJD2A Tudor inh = -19%
- BAZ2B inh = -15%
- GLS inhibitor = 0%
- Pin1 inhibitor = -3%

# The results go on:
SMILES,Tb PGK inh,ERG-DNA inh,G9a inh,HP1b chromo inh,PI4K2A block,JMJD2A Tudor inh,BAZ2B inh,GLS inhibitor,Pin1 inhibitor
Cc1cc(OCC(=O)N(Cc2ccc(N(C)C)cc2)Cc2ccco2)cc(C)c1Cl,.,0%,11µM*,-17%,3,14µM*,10µM*,2%,1%
Cc1[nH]n2c(=O)c3c(nc2c1-c1ccccc1)CCC3,-7%,3%,?,12%,-7,-17%,10%,17%,1%
Cc1ccc(/C=N/N=C/c2ccc(C)s2)s1,i,-1%,?,3%,-7,-25%,-12%,-1%,1%
Cc1c(-c2ccc(F)cc2)[n+](=O)c2c(n1[O-])CCCCC2,13%,-1%,9%,31%,1,7%[57.1 µM],2%,16%,2%
N#CC1C(C#N)N2CCCN2C1c1ccc(Br)cc1 (stereo not drawn),-1%,-2%,.,16%,1,-4%,-13%,?,-1%
Cn1ncc(Cl)c1C(=O)N1CCN(c2cccc(Cl)c2)CC1,2%,1%,4%,32%,-1,-4%,-13%,7%,1%
CC(C)SCc1nc2ccccc2[nH]1,-2%,2%,18%[2.33 µM],55%[activator],0,5%,6%,-16%,2%
Cc1ccc(NNC(=O)C2CCC2)cc1C,-5%,0%,11µM*,5%,-2,?,-6%,0%,-1%
CC(C)Nc1nc(Oc2ccc(Cl)cc2Cl)cc(C(F)(F)F)n1,8%,-1%,-31%[12.7 µM],102%[activator],3,97%[activator],51%[activator],.,-3%
COc1ccc(C(=O)NNC(=O)C2(C)CC2(Br)Br)cc1 (stereo not drawn),-3%,6%,?,88%[activator],-4,-4%,-15%,-5%,8%
COc1ccc(-c2c(C#N)c(SCC(=O)Nc3ccc(C)cc3)nc(C)c2C(=O)Nc2ccccc2)cc1,-4%,1%,-3%[59 µM],33%,1,-8%,3%,1%,?
COc1cccc(CNC(=O)c2cc(-c3cccc(OC)c3)n[nH]2)c1,-6%,-1%,-7%[59 µM],15%,0,-24%,-7%,-1%,0%
COc1ccc(CNC(=O)CN(c2ccccc2)S(=O)(=O)c2ccccc2[N+](=O)[O-])cc1,-10%,3%,.,32%,-3,-16%,-10%,1%,9%
CN(C(=O)COC(=O)c1cncc(Br)c1)C1CCS(=O)(=O)C1 (stereo not drawn),-7%,1%,-4%,53%[activator],5,7%,-7%,-2%,-19%
Cc1ccccc1NC(=O)COC(=O)CCc1nc2ccccc2c(=O)[nH]1,i,-4%,45µM*,49%[activator],6,-10%,-3%,-9%,-5%
COc1ccc(NC(=O)c2[nH]c(C)c(C(C)=O)c2C)cc1S(=O)(=O)Nc1ccc(Br)cc1,-8%,6%,1%,-1%,-1,?,-31%,-4%,22%
Cc1ccc(S(=O)(=O)n2nc(C)cc2C)cc1,-5%,11%,-2%,27%,-6,-10%,1%,-2%,-6%
O=C(NC1CCCC1)c1ccc(CS(=O)(=O)c2ccc(Cl)cc2)o1,5%,0%,-9%,15%,2,-6%,-2%,-2%,-6%
COc1ccc(C2C(C(=O)Nc3ccccc3)=C(C)Nc3nc(-c4ccccc4Cl)nn32)cc1OC (stereo not drawn),i,1%,?,16%,-3,-15%,-3%,9%,-2%
CCOC(=O)C[N+]1(C)CCN(C(C)=O)CC1,-7%,-5%,-40%,30%,-3,-4%,-1%,4%,-9%
COc1cc(NC(=O)c2ccccc2)c(OC)cc1NC(=O)Cc1ccc(F)cc1,-8%,-7%,16%[59 µM],13%,-3,-5%,-2%,0%,3%
C=CCn1c(C)cc(C(=O)Cn2nc(C(=O)O)c3ccccc3c2=O)c1C,-1%,-6%,-10%,29%,4,-13%,-39%,-9%,-4%
COc1ccc(-c2cc(C(=O)NCCN3CCOCC3)c3ccccc3n2)c(OC)c1,.,.,-3%[59 µM],49%[activator],0,-17%,2%,-1%,-2%
Cc1cccc(N2CC(C(=O)Nc3nnc(SCc4cccnc4)s3)CC2=O)c1 (stereo not drawn),-10%,1%,45µM*,7%,-5,?,-24%,-2%,?
COCCCN=CC1=C(O)CC(c2ccccc2)CC1=O (stereo not drawn),-9%,25%,28%,39%,3,-12%,-8%,-6%,-8%
O=C(NCCC1CCCCN1S(=O)(=O)c1ccccc1)C(=O)NCc1ccco1 (stereo not drawn),0%,5%,?,-29%,-10,-18%,?,0%,-2%
COc1ccc(NC(=S)N2CCN(C/C=C/c3ccccc3)CC2)c(OC)c1,0%,5%,?,-5%,-1,-28%,?,-18%,4%
CCOc1ccc(C(C)=O)cc1COC(=O)C1=COCCO1,-7%,-1%,?,17%,-1,1%,-5%,-7%,-1%
CCOC(=O)c1ccc(NC(=O)CCn2c(=O)c3cccn3c3cccnc32)cc1,0%,9%,-27%[59 µM],42%[activator],-4,-2%,-14%,1%,24%
COc1ccc(C(=O)c2sc3nc4c(c(C(F)(F)F)c3c2N)CN(C(C)=O)CC4)cc1OC,-8%,5%,-4%[59 µM],2%,-6,?,-27%,-2%,?
COc1ccc(CN2C(=O)c3cccnc3C2=O)cc1S(=O)(=O)N1CC(C)CC(C)C1 (stereo not drawn),0%,-2%,1%,26%,-6,-6%,?,2%,-1%
Cc1c(Br)c(=O)[nH]c(=O)n1COCc1ccccc1,-10%,2%,-6%[59 µM],23%,5,6%,-35%,7%,-8%
C[C@@H]1CN([C@H](C)CO)C(=O)c2cc(NC(=O)Cc3cn(C)c4ccccc34)ccc2O[C@H]1CN(C)C(=O)Nc1ccc2c(c1)OCO2,1%,-2%,.,10%,0,?,.,9%,14%
O=C(Nc1ccnn1C1CCN(C(=O)c2cc(Cl)ccc2F)CC1)C1CCOC1 (stereo not drawn),-2%,-1%,19%[59 µM],33%[activator],7,-12%,-2%,-4%,1%
CCCn1c(=O)c2ccccc2n2c(SCC(=O)c3ccc(CC)cc3)nnc12,4%,-10%,.,24%,-8,10%,-4%,-3%,2%
COc1ccc2c(=O)c(C(=O)NCc3ccccc3)c[nH]c2c1,-7%,-14%,.,51%[activator],7,-10%,?,8%,-3%
COC(=O)c1ccccc1OC(=O)c1cc2ccccc2oc1=O,-1%,-1%,7%,39%,19,-20%,3%,?,0%
